# Assay outcomes (PubChem BioAssay)
# M. tuberculosis HTS: M. tuberculosis growth inhibition, HTS (AID 449762). M. tuberculosis H37Rv growth inhibition, 7H9 media; higher % means a stronger effect. inhibition, % at 25 µM; hits with a dose series show IC50 in µM. actives 0.59% (n = 330,000); in the data active = a potency from the dose series; inconclusive = inhibition above about 70% without an active follow-up result;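 also: bacterial growth assessed after seven days of incubation; strong numbers were not always called active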
# influenza NS1A: H1N1 influenza NS1A inhibitors, functional cell based assay (AID 504329); NS1A functional cell-based assay, percent inhibition; higher % means a stronger effect; actives 0.3% (n = 340,000); inhibition, % at 12.5 µM; hits with a dose series show IC50 in µM; in the data active = a potency from the dose series; inconclusive = inhibition above about 27% without an active follow-up result; also: strong numbers were not always called active
# PhoP GFP inhibition: PhoP regulon inhibitors, Salmonella typhi PhoP promoter GFP reporter, confirmatory (AID 1850); actives 0.33% (n = 310,000); inhibition, % at 50 µM, or IC50 in µM where a hit was titrated; Salmonella Typhi PhoP-promoter GFP reporter, fluorescence, 4 h; higher % means a stronger effect; in the data active = a potency from the dose series; inconclusive = inhibition mostly from about 25% at the one dose, without a potency; inactive = the rest, 99 in 100 with inhibition below about 19%;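 also: 0% = induced wells with vehicle and 100% = uninduced wells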
# tuberculosis growth: growth inhibition of non-replicating M. tuberculosis (AID 488890); Mycobacterium tuberculosis non-replicating, growth inhibition; higher % means a stronger effect; inhibition, % at 25 µM; hits with a dose series show IC50 in µM; actives 0.39% (n = 320,000); in the data active = a potency from the dose series; inconclusive = inhibition mostly from about 82% at the one dose, without a potency; inactive = the rest, 99 in 100 with inhibition below about 76%;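 also: plate controls were DMSO cells for no effect and high antibiotic wells for full effect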
# inhibitors of VEEV: inhibitors of VEEV TC-83 cytopathic effect, confirmation, Vero cells (AID 588727) | inhibition, % at 20 µM; hits with a dose series show IC50 in µM | Vero cells, VEEV TC-83 cytopathic effect inhibition; higher % means a stronger effect | actives 0.13% (n = 350,000); in the data active = a potency from the dose series; inconclusive = inhibition mostly from about 14% at the one dose, without a potency; inactive = the rest, 99 in 100 with inhibition below about 12%; also: strong numbers were not always called active
# inhibitors of VEEV 10K pilot screen: second read-out of inhibitors of VEEV, no call of its own (marks repeat the call); inhibition, %; measured here: 10K pilot screen inhibition
# * = called active by the depositor; i = inactive; ? = inconclusive; nt = no result given.
SMILES,M. tuberculosis HTS,influenza NS1A,PhoP GFP inhibition,tuberculosis growth,inhibitors of VEEV,others
Cc1cccc(Oc2coc3cc(O)ccc3c2=O)c1,4%,1%,-7%,10%,0.9%,
CC(=O)Nc1cc2c(c([N+](=O)[O-])c1C)C(C)(C)CC2(C)C,nt,-13%,nt,nt,0.2%,
CCOCCCn1c(=O)c2ccccc2n2c(=S)[nH]nc12,4%,-7%,-3%,-4%,2.6%,
Cc1onc(-c2c(F)cccc2Cl)c1C(=O)N1CCCCC1,-8%,-10%,-8%,-1%,5.6%,
COc1ccc(Cn2c(=O)[nH]c3cc(C(=O)NC4CCCC4)ccc3c2=O)cc1,0%,2%,-6%,-8%,1.1%,
O=C(NCC1CCCO1)c1ccc(Cn2c(=S)[nH]c3ccccc3c2=O)cc1 (stereo not given),-4%,8%,?,11%,1.2%,
N#Cc1ccccc1OCC(=O)OCC(=O)Nc1ccc2c(c1)OCO2,7%,-8%,nt,-3%,5.7%,
O=[N+]([O-])c1ccc(O)c(C=Nc2cccc3ccccc23)c1,8%,-1%,10%,72%,1.6%,
CCOc1ccc(NS(=O)(=O)c2ccc(C(=O)N(C)CC(=O)Nc3ccc(C)cc3)cc2)cc1,57%,-6%,0%,8%,3.2%,
COc1ccc(C(=O)Nc2ccc(NC(C)=O)cc2)cc1S(=O)(=O)N1CCCC1,-1%,-9%,nt,25%,3.4%,
Cc1noc(C)c1S(=O)(=O)Nc1ccc2c(c1)C(=O)N([C@H](C)CO)C[C@H](C)[C@@H](CN(C)C(=O)Nc1ccccc1)O2,-3%,6%,nt,10%,0.2%,
O=C(C[n+]1ccc(C(=O)N/N=C/c2ccc(Cl)cc2Cl)cc1)c1ccccc1,?,5%,19%,61%,i,
O=C(CNC(=O)c1ccccc1)OCC(=O)c1cccs1,3%,3%,13%,-9%,1.5%,
C=CCNC(=S)NNc1nc2sc3c(c2c(=O)[nH]1)CC(C)(C)OC3,5%,-6%,-11%,-11%,i,
NC(=O)[C@@H]1CC2(CC(c3cccc(NC(=O)CC(c4ccccc4)c4ccccc4)c3)=NO2)CN1C(=O)c1ccc(Cl)cc1 (stereo not given in full),?,4%,-1%,48%,2.6%,
CSc1nc2ccc(NS(=O)(=O)c3ccc4c(c3)OCCO4)cc2s1,13%,4%,-2%,15%,1.1%,inhibitors of VEEV 10K pilot screen=1.3
COc1cc(NC(=O)CN2C(=O)CN(C)C2=O)c(C)cc1[N+](=O)[O-],0%,16%,7%,20%,1.3%,
O=C(NCC(=O)N(c1cccc(F)c1)C(C(=O)NC1CCCC1)c1ccncc1)c1cccs1 (stereo not given),7%,-9%,0%,5%,i,
COc1ccc(-c2nnc(C(C)Nc3cccc(C(=O)NC4CC4)c3)o2)cc1 (stereo not given),-3%,-7%,nt,42%,7.5%,
O=C(NCc1c[nH]c2ccccc12)c1ccccc1,-1%,10%,-8%,11%,i,
CC1(C)CC(=O)C(C(C2=C(O)CC(C)(C)CC2=O)c2ccc(Br)s2)C(=O)C1 (stereo not given),10%,1%,-6%,?,2.0%,
CCOC(=O)CC(=O)CSc1nc(CC)c(C)cc1C#N,3%,0%,-3%,-6%,i,
COC(=O)c1ccc(NC(=O)c2cccc(N3C(=O)CCC3=O)c2)cc1,nt,-3%,nt,nt,1.2%,
Cc1ccc(C2OC34CCCCCC3C(C#N)(C(=N)O4)C2(C#N)C#N)cc1 (stereo not given),0%,1%,-9%,5%,0.7%,
COC(=O)c1cc2c(ccn2-c2ccc(F)cc2)n1Cc1ccc(OC(C)=O)cc1,-3%,-3%,-8%,5%,2.8%,
N#CCSCC(=O)Nc1ccc(Cl)cc1,-2%,-6%,7%,47%,1.1%,
CCn1c(SCc2cccnc2)nnc1-c1c[nH]c2ccccc12,-9%,-4%,-1%,-6%,2.7%,
COc1ccc(OC(=O)COc2cccc(C)c2)cc1,5%,-3%,-7%,46%,i,
O=C(CN1C(=O)c2ccc([N+](=O)[O-])cc2C1=O)NCc1ccc(C(=O)O)cc1,1%,-6%,-4%,6%,1.6%,
CN(C(=O)CN1CCC(NC(=O)c2ccccc2Br)CC1)C1CCCCC1,-12%,1%,5%,17%,0.1%,
O=C(O)c1ccccc1Oc1ccc(Oc2ccccc2)cc1,9%,-13%,2%,65%,0.7%,
Cc1ccc(S(=O)(=O)Nc2c(C)cc([N+](=O)[O-])cc2C)cc1,nt,-2%,nt,nt,2.5%,
Cc1nc(SC(C)C(=O)Nc2cccc(C(F)(F)F)c2)c2c(C)c(C(=O)O)sc2n1 (stereo not given),2%,-7%,20%,31%,0.4%,
CCc1ccc(NC(=O)CSc2nc3cc(C(=O)OC)ccc3c(=O)n2CC2CCCO2)cc1 (stereo not given),-9%,0%,12%,6%,1.8%,
O=C1/C(=C/c2ccncc2)CCC/C1=C\c1ccncc1,nt,2%,nt,nt,?,
COc1cccc(-c2csc(N3CCN(C(=S)Nc4cccc(Cl)c4)CC3)n2)c1,-4%,4%,3%,-8%,2.7%,
COCCOC(=O)C1=C(C)NC(=O)NC1c1c(OC)ncnc1OC (stereo not given),-4%,-4%,1%,-9%,4.3%,
CC(=O)c1ccc(N2CCN(C(=O)CCCn3c(=S)[nH]c4cc5c(cc4c3=O)OCO5)CC2)cc1,-5%,-6%,19%,-53%,4.8%,
CCCCCCC(=O)NNC(=O)CC(=O)Nc1ccccc1C(=O)O,20%,0%,-6%,20%,1.8%,
COc1cc(C=NOC(=O)Nc2ccccc2)cc(OC)c1OC,nt,3%,nt,nt,0.5%,
CC(C)(C)CN1CCC(Oc2cccc(C(=O)N3CCNC(=O)C3(C)C)c2)CC1,3%,5%,-2%,7%,i,
O=C(CSCc1cccc(Cl)c1)Nc1ccccc1-c1ccccc1,14%,-5%,-3%,58%,2.8%,
c1ccc(OCCCn2ccnc2)cc1,-4%,-10%,1%,17%,0.2%,
O=C(CN1CCN(c2ccccn2)CC1)Nc1cc(C(F)(F)F)ccc1Cl,63%,4%,1%,44%,5.8%,
COc1ccc2cc(C#N)c(SCC(=O)N3CC(=O)Nc4ccccc43)nc2c1,-9%,3%,9%,-4%,i,
CC(C)(C)C(=O)C(Oc1ccc(Cl)cc1)n1cncn1 (stereo not given),nt,1%,nt,nt,0.2%,
CC1C(=O)N(Cc2ccc([N+](=O)[O-])cc2)c2ccccc2N1C(=O)C1CC1 (stereo not given),-4%,nt,-4%,0%,nt,
COc1ccc(NC(=O)c2sc3ncn(CC(=O)N4CCN(c5ccccn5)CC4)c(=O)c3c2C)cc1OC,1%,4%,-2%,9%,7.6%,

# Among those listed so far, these contain bromine:
SMILES,M. tuberculosis HTS,influenza NS1A,PhoP GFP inhibition,tuberculosis growth,inhibitors of VEEV,others
CC1(C)CC(=O)C(C(C2=C(O)CC(C)(C)CC2=O)c2ccc(Br)s2)C(=O)C1 (stereo not given),10%,1%,-6%,?,2.0%,
CN(C(=O)CN1CCC(NC(=O)c2ccccc2Br)CC1)C1CCCCC1,-12%,1%,5%,17%,0.1%,

# Back to the main list; the 6 compounds before the break are reprinted first.
SMILES,M. tuberculosis HTS,influenza NS1A,PhoP GFP inhibition,tuberculosis growth,inhibitors of VEEV,others
c1ccc(OCCCn2ccnc2)cc1,-4%,-10%,1%,17%,0.2%,
O=C(CN1CCN(c2ccccn2)CC1)Nc1cc(C(F)(F)F)ccc1Cl,63%,4%,1%,44%,5.8%,
COc1ccc2cc(C#N)c(SCC(=O)N3CC(=O)Nc4ccccc43)nc2c1,-9%,3%,9%,-4%,i,
CC(C)(C)C(=O)C(Oc1ccc(Cl)cc1)n1cncn1 (stereo not given),nt,1%,nt,nt,0.2%,
CC1C(=O)N(Cc2ccc([N+](=O)[O-])cc2)c2ccccc2N1C(=O)C1CC1 (stereo not given),-4%,nt,-4%,0%,nt,
COc1ccc(NC(=O)c2sc3ncn(CC(=O)N4CCN(c5ccccn5)CC4)c(=O)c3c2C)cc1OC,1%,4%,-2%,9%,7.6%,
Cc1sc2ncn(CC(=O)NCCCC(=O)Nc3ccc(C(C)C)cc3)c(=O)c2c1C,0%,-6%,5%,-1%,0.1%,
O=C(NCCN1CCOCC1)c1cccc(S(=O)(=O)Nc2ccc(Br)cc2)c1,-6%,-6%,nt,-2%,3.4%,
Oc1ccc(Br)cc1/C=N/N1CCN(Cc2cccc3ccccc23)CC1,8%,16%,3%,-1%,1.8%,
N/C(=N\OS(=O)(=O)c1ccc2ccccc2c1)c1ccccn1,nt,3%,nt,nt,i,
O=C(CSc1nnc(SCc2ccccc2)s1)N/N=C/C=C/c1ccccc1[N+](=O)[O-],4%,-10%,9%,54%,2.3%,
CC1(C)NC(=O)N(CCCCOc2ccc(Br)cc2Cl)C1=O,-8%,0%,-3%,24%,i,
COc1ccc2[nH]c(C(=O)N/N=C/c3cc(OC)c(OC)c(OC)c3)cc2c1,-3%,20%,-5%,58%,7.4%,
COC(=O)c1ccccc1NC(=O)NCc1ccco1,-6%,8%,9%,2%,5.5%,inhibitors of VEEV 10K pilot screen=0.4
O=C(NCc1ccc(Cl)s1)C1CCC(=O)N(CCc2ccccn2)C1 (stereo not given),-2%,8%,-1%,-9%,i,
O=C(Nc1ccccc1NC(=O)c1ccccc1Cl)c1ccccc1Cl,5%,-4%,-5%,3%,7.3%,
COc1ccccc1C1NC(=O)NC(C)=C1C(C)=O (stereo not given),-3%,-9%,-1%,-2%,i,
O=C(c1ccco1)N1CCN(Cc2cccnc2)CC1,-7%,4%,1%,-2%,1.0%,
CCOCCCNC(=S)N1CCC(NC(=O)C2CCCCC2)CC1,-8%,-4%,9%,5%,0.4%,
COc1ccc(NC(=O)C2CC(=O)OC23CCOC(C)(C)C3)cc1 (stereo not given),-8%,-10%,-8%,-16%,i,
Cc1ccc(S(=O)(=O)N[C@H](C(=O)N2CCC(C(=O)NCC(=O)O)CC2)C(C)C)cc1,0%,2%,0%,-5%,5.6%,
O=S(=O)(c1ccccc1)N1CCN(C2CCCCCCC2)CC1,-13%,-4%,-6%,2%,0.4%,
CC1=NN(c2ccccc2)C(=O)/C1=C/c1c(C)[nH]n(-c2ccc(C)cc2)c1=O,3%,nt,2%,-1%,nt,
COc1ccc(N(CC(=O)NCc2ccc(F)cc2)C(=O)CCC(=O)Nc2nccs2)cc1,9%,9%,-14%,-7%,i,
CCOC(=O)N/N=C/c1ccccc1OCc1ccc(Cl)cc1,-7%,-4%,2%,-19%,1.8%,
O=c1[nH]c2ccc(S(=O)(=O)N3CCCCC3)cc2o1,-3%,-3%,0%,-9%,0.3%,
Cc1ccc(S(=O)(=O)/C=C/c2ccccc2)cc1,1%,-1%,-4%,57%,0.1%,
O=C(CN(C(=O)CCC(=O)Nc1nccs1)c1ccc(F)cc1)NCc1ccc(F)cc1,2%,3%,5%,4%,1.5%,
CCCC(=O)Nc1sc(Cc2ccccc2)c(C)c1C(N)=O,4%,2%,13%,60%,1.1%,
O=C(NC(=S)Nc1nc2c(s1)CCCC2)c1ccccc1,2%,4%,-12%,45%,1.2%,
CCOC(=O)c1ccc(S(=O)(=O)N2CCN(C(=O)c3cc4ccccc4o3)CC2)cc1,nt,-3%,nt,nt,1.1%,
CC1=C(C(=O)Nc2ccc(C)cn2)C(c2cnn(C)c2)C2=C(CCCC2=O)N1 (stereo not given),7%,-6%,-11%,-15%,0.7%,
CCOP(=O)(OCC)C(Nc1ccc(OC)cc1)c1ccco1 (stereo not given),-8%,5%,-6%,10%,1.3%,
Cc1cc(Cl)nc(-c2ccccc2)n1,0%,9%,2%,-3%,1.7%,
O=C(Cc1ccc(NS(=O)(=O)c2ccc(F)cc2)cc1)NCc1ccccc1,2%,-20%,9%,-32%,2.9%,
O=S(=O)(Nc1ncn[nH]1)c1ccc(Cl)cc1,-2%,-10%,-6%,2%,0.4%,
COc1cc2c(cc1[N+](=O)[O-])n(C(C)C)c(=O)n2C(C)C,8%,7%,-8%,-9%,0.5%,
COc1ccccc1CNC(=O)c1cc(C2CC2)nc2c1cnn2C(C)C,?,-4%,nt,62%,9.8%,
Cn1nc(-c2ccccc2)c(/C=N/O)c1Cl,-4%,-3%,10%,-12%,0.3%,
O=C(c1ccc(Br)cc1)C1CCc2occc2C1=O (stereo not given),0%,4%,-8%,14%,3.7%,
CCOC(=O)N1CCC(N2CCN(S(=O)(=O)CC)CC2)CC1,5%,-7%,11%,-3%,0.4%,
O=C(NCC(c1cccs1)N1CCOCC1)c1ccccc1NS(=O)(=O)c1ccc(Br)cc1 (stereo not given),3%,-8%,0%,3%,0.7%,
Cc1ccc(S(=O)(=O)N(CCC(=O)NCc2ccccc2F)c2ccccc2)cc1,5%,-14%,nt,23%,0.5%,
